# MITF act: MITF TRPM1 promoter activation in melanoma cells; SK-MEL-5 TRPM1-promoter luciferase, 24 h; % of positive control, neutral wells = 0; activation, % at 12.5 µM; actives 0.75% (n = 300,000);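 active = mean activation of at least 80% with every replicate also reaching 80%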;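 also: 0% = neutral control wells and 100% = parthenolide positive control wells; values of inactives mirror those of a sister screen read the other way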
# Arr AP2 block: inhibitors of human beta-arrestin and AP2 interaction | FITC-arrestin peptide / GST-AP2 beads, flow cytometry; AP2 beta2 appendage carries R879A mutation | inhibition, % at 10 µM | actives 0.31% (n = 340,000);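 active = inhibition above a set limit, near 3 SD of compounds lacking own fluorescence, cut at about 54% in these data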;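 also: plate controls were DMSO wells for no effect and 5 µM unlabelled arrestin peptide for full effect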
#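 System: GST-AP2 R879A glutathione beads. Medium: PBS with 0.05% Tween 20 and 0.1% BSA. Also added: FITC-arrestin peptide, 50 nM. Incubation: 12 min plus 1 h, RT. Measured by: high-throughput flow cytometry of beads, ex 488, em 535 nm. Evaluation: percent drop in bead-associated FITC signal.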
# PKA-R2B act: activators of human PKA-R2B complex | P22694+P31323 | PKA-R2B holoenzyme dissociation, Cy5-IP20 fluorescence polarization; R2B truncated from residue 108, S112A mutant; 0% DMSO only, 100% 113 µM cGMP | activation, % at 11.4 µM | actives 0.079% (n = 340,000) | AID 504700;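 active = activation above a cutoff set at the mean over all compounds plus 3 SD, cut at about 18% in these data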;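 also: higher means more holoenzyme dissociation and a rise in polarization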
# Pemphigus Ab inh: blocks pemphigus antibody binding to human desmoglein-3; P32926; DSG3-coupled beads, scFv-anti-DSG3-GFP binding, flow cytometry; hits give low values; binding (percent of control), % at 10 µM; actives 0.48% (n = 310,000);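 active = binding more than 3 SD below its plate's average and above zero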;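 also: hits lower antibody fragment binding to DSG3; some compounds called inactive have numbers as strong as hits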
# PKA-R1A act: PKA-R1A complex activation. P00514+P68181. activation, % at 11.4 µM. PKA-R1A dissociation, Cy5-IP20 fluorescence polarization; scaled: DMSO 0%, 113 µM cGMP 100%. actives 0.083% (n = 340,000). AID 504707;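 active = percent activation above the mean of all tested compounds plus 3 SD, cut at about 19% in these data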;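 also: higher means more PKAc released from R1A so a rise in polarization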
# SR-BI DiI inh: blocks mouse SR-BI lipid uptake from DiI-HDL. ldlA[mSR-BI] CHO cells, DiI-HDL uptake fluorescence, 3 h. Q61009. actives 0.96% (n = 320,000). inhibition, % at 12.5 µM. AID 488896;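 active = mean replicate inhibition of at least 70% and a set share of replicates each scoring 70 or more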;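 also: 0% = median of neutral control wells and 100% = median of positive control wells; values of inactives mirror those of a sister screen read the other way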
# CDK5 p35 inh: CDK5/p35 (human) kinase inhibition; actives 0.01% (n = 330,000); AID 488839; Recombinant CDK5/p35, ADP-Glo luminescence, 60 min; inhibition, % at 10 µM;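 active = highest replicate inhibition of at least 50% and at least 75% of replicates reaching 50%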;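 also: plate controls were DMSO neutral control for no effect and GW8510 at 10 µM for full effect; many of its hits are not listed in these tables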
# dFosB act: enhances mouse delta FosB homodimer DNA binding | P13346 | purified delta FosB, TAMRA-CDK5 oligo fluorescence polarization; percent of positive-control signal above neutral wells | activation, % at 25 µM | actives 0.99% (n = 340,000);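 active = mean activation above about 17%, with every replicate also reaching it, limit read from the data, passing the limit was not always enough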;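 also: fluorescence polarization rise as delta FosB binds a TAMRA Cdk5 AP-1 oligo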
# SUMO Mot1 rescue: blocks SUMOylation pathway, rescuing yeast Mot1-301 growth | actives 1% (n = 320,000) | AID 2716 | growth rescue, % at 18.8 µM | S. cerevisiae Mot1-301 growth rescue, ATP luminescence, 38.5C; percent above DMSO median, 100 means doubled;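 active = every valid replicate shows activation above 250% relative to neutral control wells; inactive = the rest, any valid replicate at or below 250%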;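 also: OY570 slx delta 5 strain wells were the positive control but not used for scaling; some compounds called inactive have numbers as strong as hits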
# SR-BI DiI-HDL act: activators of SR-BI mediated HDL lipid uptake; CHO ldlA[mSR-BI] cells, DiI-HDL uptake fluorescence, 3 h; 100 = double the neutral-control signal; activation, % at 12.5 µM; actives 0.096% (n = 320,000);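 active = mean replicate activation of at least 60% and every replicate at or above 60%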;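 also: 0% = median plate neutral-control signal and 100% = twice that signal; values of inactives mirror those of a sister screen read the other way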
#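 Test system: SR-BI-overexpressing, LDLR-lacking CHO cells; Medium: Ham's F12 with 0.5% BSA, HEPES 25 mM, pH 7.4; Schedule: 3 h, 37 °C; Technique: bottom-read fluorescence, 550/595 nm.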
# NSD2 HMT inh: inhibitors of human histone methyltransferase NSD2; O96028; NSD2 peptide methylation, AlphaScreen, 120 min; inhibition, % at 12.5 µM; actives 0.54% (n = 310,000); in the data active = inhibition above about 50%
# Target sequence (O96028 whole entry, looked up): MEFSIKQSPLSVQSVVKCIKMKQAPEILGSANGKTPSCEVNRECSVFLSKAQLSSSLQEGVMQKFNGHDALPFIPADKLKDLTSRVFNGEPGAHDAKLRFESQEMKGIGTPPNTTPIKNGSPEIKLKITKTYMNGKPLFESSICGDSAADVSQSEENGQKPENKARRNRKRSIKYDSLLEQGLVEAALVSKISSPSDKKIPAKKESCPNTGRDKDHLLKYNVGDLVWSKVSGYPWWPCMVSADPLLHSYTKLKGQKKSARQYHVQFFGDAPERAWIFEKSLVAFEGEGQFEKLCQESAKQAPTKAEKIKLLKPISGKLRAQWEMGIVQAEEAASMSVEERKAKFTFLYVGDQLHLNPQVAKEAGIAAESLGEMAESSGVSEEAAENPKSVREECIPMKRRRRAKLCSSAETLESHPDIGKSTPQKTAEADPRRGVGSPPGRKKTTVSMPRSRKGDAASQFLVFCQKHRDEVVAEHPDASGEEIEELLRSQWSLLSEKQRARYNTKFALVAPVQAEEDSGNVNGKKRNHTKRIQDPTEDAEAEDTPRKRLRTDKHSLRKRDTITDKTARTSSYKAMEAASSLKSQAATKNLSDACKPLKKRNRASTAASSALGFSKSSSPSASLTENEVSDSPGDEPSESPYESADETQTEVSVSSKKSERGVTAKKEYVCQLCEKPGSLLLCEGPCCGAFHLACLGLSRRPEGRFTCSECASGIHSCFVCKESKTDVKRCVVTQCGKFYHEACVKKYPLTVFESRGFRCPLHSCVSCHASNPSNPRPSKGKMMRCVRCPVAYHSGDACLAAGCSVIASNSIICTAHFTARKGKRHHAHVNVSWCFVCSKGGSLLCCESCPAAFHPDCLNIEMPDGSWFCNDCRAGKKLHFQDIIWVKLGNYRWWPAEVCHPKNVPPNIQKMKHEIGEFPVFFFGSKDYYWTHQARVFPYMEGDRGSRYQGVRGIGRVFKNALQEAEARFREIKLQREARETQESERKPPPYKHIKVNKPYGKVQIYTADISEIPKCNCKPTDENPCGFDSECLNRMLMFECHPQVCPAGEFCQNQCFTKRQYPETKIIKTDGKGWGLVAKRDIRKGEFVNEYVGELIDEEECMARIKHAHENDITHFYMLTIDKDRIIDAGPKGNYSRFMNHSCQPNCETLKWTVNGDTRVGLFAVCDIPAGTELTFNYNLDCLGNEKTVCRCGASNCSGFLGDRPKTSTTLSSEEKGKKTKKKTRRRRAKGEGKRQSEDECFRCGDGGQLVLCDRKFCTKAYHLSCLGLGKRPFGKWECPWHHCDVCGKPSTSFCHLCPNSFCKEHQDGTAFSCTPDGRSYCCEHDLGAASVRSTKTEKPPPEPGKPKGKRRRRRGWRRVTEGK
# * marks the source's active call; other numbers are inactive results; · = not tested or not shown.
SMILES,MITF act,Arr AP2 block,PKA-R2B act,Pemphigus Ab inh,PKA-R1A act,SR-BI DiI inh,CDK5 p35 inh,dFosB act,SUMO Mot1 rescue,SR-BI DiI-HDL act,NSD2 HMT inh
O=C1C=CC(=O)N1c1ccc(Nc2ccccc2)cc1,-14.2,7.9,5.6,93.0,-8.5,34.0,1.0,1.5,·,-34.0,·
Cc1cccc2sc(NC(=O)CSc3cn[nH]n3)nc12,-0.4,-8.4,-11.1,120.0,-6.6,-16.7,-0.4,13.0,-0.7,16.7,-1.4
Cc1ccc(C)c(N2CCN(C(=O)CCS(=O)(=O)c3ccc4c(c3)NC(=O)CO4)CC2)c1,-9.4,25.1,-0.4,92.9,-3.6,5.4,-0.8,-14.5,-16.2,-5.4,-1.4
O=C1NNC(=O)C1c1ccccc1,3.0,-9.0,-4.9,105.4,0.1,-34.5,-6.9,3.3,-2.7,34.5,2.9
COc1cc2c(cc1OC)C(c1ccccc1N)=NCC2,·,7.0,·,99.2,·,-6.4,0.0,-6.3,-6.2,6.4,-0.3
CCN(CC)C(=O)C1CC(=O)OC12CCCCC2 (configuration not stated),·,-3.0,3.1,101.5,-0.2,-20.9,1.3,-1.6,-5.8,20.9,-5.4
O=C(CSc1nc2ccc(Cl)cc2[nH]1)NCCc1ccc(Cl)cc1,-18.7,-9.1,-8.4,108.8,-1.5,-17.2,1.2,2.1,-6.0,17.2,1.5
CSCC(C)N1CCC(n2nccc2NC(=O)CCCc2ccccc2)CC1 (configuration not stated),12.2,0.8,4.6,152.6,-7.1,-4.0,-0.3,-3.9,0.5,4.0,·
COc1ccc(-n2c(SCC(=O)Nc3ccc4c(c3)OCO4)nc3c(c2=O)SCC3)cc1,-7.1,-1.2,-15.4,107.8,3.1,-13.4,-0.9,0.3,-5.5,13.4,·
CC1(C)CC(c2nc(-c3ccc(Cl)cc3)cs2)CCS1 (configuration not stated),22.6,8.8,-6.5,97.1,-2.0,29.2,-0.9,-8.5,3.9,-29.2,-3.2
NC(=O)C1CCN(C(=O)CCSc2ccc(Cl)cc2)CC1,20.1,29.5,9.4,93.2,-0.9,-4.8,0.2,-4.8,-8.3,4.8,-0.4
CC(=O)Oc1ccc2ccccc2c1C(NC(=O)Cc1ccccc1)c1ccccc1Cl (configuration not stated),·,23.5,-3.1,·,0.3,0.3,-0.9,4.8,20.4,-0.3,-6.4
COc1ccc(C(=O)N/C(=C\c2cn(C)c3ccccc23)C(=O)N2CCN(C)CC2)cc1,0.8,-2.4,-1.2,·,-1.9,-18.6,-2.0,-9.2,-4.3,18.6,-0.7
CC1=C(C(=O)OC(C)C)C(c2cccs2)n2ncnc2N1 (configuration not stated),-4.9,17.3,3.4,89.3,-12.3,-3.9,-0.6,-0.1,37.1,3.9,·
CCOC(=O)C(NC(=O)c1ccc(Cl)cc1Cl)(Nc1ccc(C)cc1)C(F)(F)F (configuration not stated),·,24.9,-5.9,·,5.6,17.5,-1.0,-9.3,·,-17.5,-3.3
O=C(CCCc1ccccc1)N=C1SC2CS(=O)(=O)CC2N1c1ccccc1 (configuration not stated),8.3,24.2,-15.1,103.6,-16.2,8.2,-1.1,-4.5,-19.2,-8.2,-0.8
Cc1cc(-c2ccccc2)nc2oc(C(=O)NN)c(N)c12,·,-2.6,14.4,117.2,-1.4,25.9,0.5,-4.8,-17.9,-25.9,7.8
Cc1nc(-c2ccccc2)nc2[nH]ccc(=O)c12,·,-6.4,-2.4,·,5.8,-19.4,1.0,-8.9,8.7,19.4,-4.3
COC(=O)Cc1ccc(N(Cc2ccccc2F)S(=O)(=O)c2ccc(Cl)cc2)cc1,5.1,3.9,-3.7,98.4,2.2,56.9,-1.0,-3.5,125.8,-56.9,-1.5
Cc1ccc(CNC(=O)CCCOc2cc(=O)n(C)c3ccccc23)o1,·,-1.1,-5.3,·,-6.7,·,-1.9,-15.2,-2.6,·,2.1
CC(NC(=O)C1CC=CCC1C(=O)O)C1CC2CCC1C2 (configuration not stated),-4.9,-5.8,-0.2,·,-15.5,-2.0,-0.7,1.8,8.2,2.0,0.3
O=C(CSc1nc(-c2ccc(F)cc2)cs1)NCC1CCCO1 (configuration not stated),10.7,3.2,8.8,94.0,-2.4,24.6,0.9,-1.0,9.0,-24.6,·
COc1ccccc1NC(=O)NCCc1ccccc1,18.8,-1.9,-0.4,110.8,-6.3,5.9,-4.0,2.9,4.1,·,1.2
CCOc1ccccc1-n1c(SCC(=O)N2CCOCC2)nc2ccccc2c1=O,-31.1,13.4,2.1,93.8,6.0,-1.2,-0.1,0.2,-3.8,1.2,2.6
Cc1ccnc(NC(=O)CCC(=O)N(CC(=O)NCc2ccc(F)cc2)Cc2ccco2)c1,-10.2,10.6,-4.9,93.2,-7.5,13.2,1.3,-7.8,22.6,-13.2,-3.6
COc1ccc(C)cc1NC(=O)C1CC1c1ccccc1 (configuration not stated),-7.3,2.9,9.1,102.2,1.5,36.4,-0.9,-9.2,-8.3,-36.4,-3.7
CC(=O)c1ccc(-n2c(CCC(=O)O)ccc2-c2ccc(Br)cc2)cc1,-19.9,-16.7,4.9,103.6,-1.6,-14.9,-0.3,-3.7,7.5,14.9,2.1
CCN(CC)c1c([N+](=O)[O-])c(=O)n(C)c2ccccc12,-5.8,9.7,1.9,86.9,-11.8,-7.6,0.8,-9.2,5.4,7.6,1.7
CC1CCN(S(=O)(=O)c2cccc(-c3nnc(-c4cccnc4)o3)c2)CC1,-4.9,-4.0,2.0,·,-4.7,-23.5,-0.3,-2.3,38.4,23.5,1.1
Cn1c(NCc2c[nH]c3ccccc23)nc2ccccc21,33.0,-2.3,1.5,78.7,-2.0,-18.7,2.2,-4.0,-32.0,18.7,·

# Results in PKA-R2B act, SUMO Mot1 rescue and CDK5 p35 inh, for 2 of the compounds above:
smiles,PKA-R2B act,SUMO Mot1 rescue,CDK5 p35 inh
CC(NC(=O)C1CC=CCC1C(=O)O)C1CC2CCC1C2 (configuration not stated),-0.2,8.2,-0.7
O=C(CCCc1ccccc1)N=C1SC2CS(=O)(=O)CC2N1c1ccccc1 (configuration not stated),-15.1,-19.2,-1.1

# The list continues:
SMILES,MITF act,Arr AP2 block,PKA-R2B act,Pemphigus Ab inh,PKA-R1A act,SR-BI DiI inh,CDK5 p35 inh,dFosB act,SUMO Mot1 rescue,SR-BI DiI-HDL act,NSD2 HMT inh
CCn1c(=NC(=O)CS(=O)(=O)c2ccccc2)sc2cccc(OC)c21,5.0,-7.9,-20.3,91.2,1.7,17.6,1.0,-11.5,52.7,-17.6,2.1
CC(C)(C)NS(=O)(=O)c1ccc(NC(=S)NC(=O)C2CC2)cc1,-5.1,38.3,2.5,107.2,-5.5,-3.4,0.8,-5.4,-10.1,3.4,2.3
Cc1ccc2c(c1)N(C(=O)CCC(=O)NCCCN(C)Cc1ccccc1)CCO2,-4.7,11.0,-5.7,100.0,4.0,-31.4,-0.3,-13.7,-11.7,31.4,·
CCOC(=O)c1ccccc1NC(=O)c1ccc(F)cc1,-6.1,-6.1,-14.5,89.3,-1.9,33.3,0.2,-1.1,-14.7,-10.4,-1.8
COC(=O)NNC(=O)COc1ccc2ccccc2c1Br,-7.0,15.5,0.2,97.9,9.6,-16.6,-1.0,-13.9,-5.2,16.6,-3.7
C/C(=N\Nc1cccc(C(F)(F)F)c1)c1ccc(O)cc1,16.3,-4.1,-7.5,96.0,-7.0,25.8,0.5,-0.3,51.1,-25.8,0.5
CCOc1ccc(C(=O)NCC(=O)Nc2ncccc2C)cc1OCC,0.9,-1.8,9.5,116.0,4.5,-2.6,1.3,-11.7,-10.5,2.6,0.3
Nc1ccccc1C(=O)N/N=C1\C2CN3CCN(C2)CC1(c1ccccc1)C3,21.5,-12.7,-4.8,100.4,2.4,15.5,-0.9,1.3,-3.3,-15.5,-1.2
Cc1ccc(SCCN2C(=O)NC(C)(C)C2=O)cc1,1.3,20.7,-2.1,98.7,-12.6,-0.7,-0.8,4.1,-10.9,0.7,2.2
Cc1ccnc(NC(=O)c2ccccc2NC(=O)c2ccccc2)c1,7.0,-9.8,8.6,90.7,2.8,·,-0.7,-20.5,4.3,·,0.8
Cc1c(C(=O)N2CCC(C)CC2)oc2ccc3c(c12)C(O)CC1(CCCCC1)O3 (configuration not stated),-11.8,-12.8,0.1,101.4,-1.6,15.1,-0.3,-16.3,-10.3,-15.1,·
CCOC(=O)c1c(SCC(=O)Nc2nc(C)cs2)nc(=O)[nH]c1C,-4.8,7.4,-8.4,104.0,-3.0,-14.5,-0.2,-12.2,13.3,14.5,11.2
Cc1ccc(NC(=O)COC(=O)c2ccc(-n3nc(C)cc3C)cc2)c(F)c1,13.7,6.5,-5.6,92.7,-10.9,-6.1,-1.9,-9.2,13.1,6.1,-0.1
O=S(=O)(N/N=C/c1cccnc1)c1ccc(Cl)c(Cl)c1,-3.2,-22.7,-2.5,114.4,9.8,-9.9,-0.1,8.8,-5.2,9.9,-0.2
CCn1c(SCC(=O)N2CCCC2)nc2c1c(=O)n(C)c(=O)n2C,21.0,1.7,-8.5,106.6,8.1,-32.4,0.2,-1.7,3.1,32.3,0.0
COc1cccc(CNC(C)C(=O)Nc2ccc3c(c2)OCCO3)c1 (configuration not stated),-1.1,0.3,-4.2,111.6,-10.2,0.0,-0.2,1.8,-1.8,0.0,-3.4
COc1ccc(-c2nn(-c3ccccc3)cc2C(=O)NCC2CCCO2)cc1 (configuration not stated),2.0,-1.1,2.8,106.2,7.4,18.8,-2.4,-5.7,-7.8,·,-0.3
COc1ccc(NC(=S)NNC(=O)c2ccccc2OC(F)F)cc1,-4.9,8.2,-0.6,95.0,-5.1,-11.9,1.1,-2.8,-3.9,11.9,6.2
COc1cccc2cc(-c3nnc(-c4ccccc4)o3)c(=O)oc12,-9.3,8.5,-8.4,92.4,-7.2,-9.1,1.0,-1.3,-2.9,9.1,-2.9
CCCCCCSc1ccc([C@@H]2[C@@H]3C(=O)N(CC)C(=O)[C@@H]3[C@]3(C(=O)OC)CCCCN23)cc1OC,7.8,-9.0,-6.7,103.9,-8.2,-4.2,-6.1,-5.4,-2.8,4.2,·
COc1cc(-n2c(=O)c3ccccc3n(Cc3cccc(F)c3)c2=O)cc(OC)c1OC,-4.7,1.5,5.2,103.3,-3.6,·,2.0,6.8,-13.9,·,-2.4

# Source: PubChem BioAssay
